TDP1 block = TDP1 (human) enzyme inhibition; 350,000 compounds, 0.28% hits; Potency, µM (top dose mostly 130 µM), for inactives: at the top dose activity change, negative = inhibition, hits mostly inhibitors; recombinant TDP1, AlphaScreen DNA substrate cleavage; Q9NUW8; active = well fitted inhibition curve with a large enough effect; inconclusive = small, poorly fitted or top-dose-only effect; inactive = no such curve, though single readings can be large or run the other way; also: nearly all actives have a fitted effect of over 40% in size
Target sequence (Q9NUW8 whole entry, looked up): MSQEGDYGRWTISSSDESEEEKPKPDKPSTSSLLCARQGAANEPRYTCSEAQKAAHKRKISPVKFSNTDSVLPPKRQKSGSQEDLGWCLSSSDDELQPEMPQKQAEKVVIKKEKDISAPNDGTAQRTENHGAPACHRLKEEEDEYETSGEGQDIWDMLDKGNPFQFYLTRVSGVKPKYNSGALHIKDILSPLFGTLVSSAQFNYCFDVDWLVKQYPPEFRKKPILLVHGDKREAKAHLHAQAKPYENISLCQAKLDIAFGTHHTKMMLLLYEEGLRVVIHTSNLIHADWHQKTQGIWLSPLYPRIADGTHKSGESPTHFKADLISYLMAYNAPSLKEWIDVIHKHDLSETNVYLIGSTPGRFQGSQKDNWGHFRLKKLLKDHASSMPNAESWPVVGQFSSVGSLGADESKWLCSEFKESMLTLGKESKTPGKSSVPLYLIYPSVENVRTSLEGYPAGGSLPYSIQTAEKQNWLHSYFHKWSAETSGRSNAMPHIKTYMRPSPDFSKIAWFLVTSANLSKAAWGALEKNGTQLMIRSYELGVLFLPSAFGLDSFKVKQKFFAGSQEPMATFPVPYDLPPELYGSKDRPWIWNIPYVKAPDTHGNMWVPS
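Signal: AlphaScreen proximity between streptavidin donor and anti-FITC acceptor beads on intact substrate. Reaction: Tdp1 1 nM, substrate 15 nM final, 5 min RT after 15 min compound preincubation.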
The depositor's hits bear a star; ? = inconclusive; & = joins results of further samples; [ ] = remark or other dose. % is scaled to controls: 0 for no effect and ±100 for the full control effect; potency is read from the fitted curve at half-maximal effect. An excerpt, so the mix of outcomes need not match the whole.

A first look, 2 compounds:
SMILES	TDP1 block
NC(=O)c1ccc[n+]([C@@H]2O[C@H](COP(=O)([O-])OP(=O)(O)OC[C@H]3O[C@@H](n4cnc5c(N)ncnc54)[C@@H](O)[C@@H]3O)[C@@H](O)[C@@H]2O)c1	11.3%[21 µM]
Cc1ccc(C)c(-c2ccc(C(=O)O)o2)c1	-6.1%[234 µM]

This part in full, repeating the preview:
SMILES	TDP1 block
NC(=O)c1ccc[n+]([C@@H]2O[C@H](COP(=O)([O-])OP(=O)(O)OC[C@H]3O[C@@H](n4cnc5c(N)ncnc54)[C@@H](O)[C@@H]3O)[C@@H](O)[C@@H]2O)c1	11.3%[21 µM]
Cc1ccc(C)c(-c2ccc(C(=O)O)o2)c1	-6.1%[234 µM]
COC(=O)c1[nH]c2cc(OC)ccc2c1NC(=O)CN1CCOCC1	6.7%
Cc1ccc(CN2C(=O)/C(=C\c3ccc(C(=O)NCc4cccnc4)cc3)Oc3ccccc32)cc1	-3.4%
CC[Si](CC)(CC)O[C@H]([C@@H](C)COCOC)[C@@H](C)COCc1ccc(OC)cc1	3.8%
CCN(CC)c1ccc2cc(C(=O)Nc3ccc(-n4cnnn4)c(OC)c3)c(=O)oc2c1	-2.0%
Cc1ccc(-n2[nH]c(C)c(C=Nc3ccc(S(=O)(=O)N4CCOCC4)cc3)c2=O)c(C)c1	2.8%
COc1ccc2c(c1)O[C@@H](c1cccc(C(F)(F)F)c1)[C@H](OC(=O)N[C@H]1CCCc3ccccc31)C2=O	5.6%&5.3%
CC(C(=O)N1CCCC1)N(c1ccccc1)S(C)(=O)=O (centres undefined)	0.3%
O=C1/C(=C\c2ccc(O)c(O)c2)Oc2cc(O)ccc21	16.7%
CCCC(=O)Nc1cc(C)c(NC(=O)Cc2ccccc2)cn1	0.0%
C/C(Cl)=C/CCl	12.1%
Cn1c(=O)c(C=Nc2ccccc2)c(O)c2ccccc21	-1.3%
CCCN1CCN(CCCNC(=O)c2c(C)nn(-c3ccc(F)cc3)c2-n2cccc2)CC1	0.0%
O=C1C[C@@H](O)[C@@H](O)[C@H]2[C@@H]3C(=O)N(C4CCCCC4)C(=O)[C@@H]3CC[C@H]12	4.8%&3.7%&6.9%[21 µM]
CC(=O)c1ccc(Nc2c3c(c(C#N)c4nc5ccccc5n24)CCC3)cc1	6.5%
COc1ccc(CNC(=O)c2cc3cccc(OC)c3oc2=O)cc1	3.2%
Cc1ccc(S(=O)(=O)n2nc(-c3ccc(Cl)cc3)nc2NCc2ccc(F)cc2)cc1	0.0%
NC(=O)C1CCN(c2nc(-c3cccs3)cs2)CC1	5.4%
O=c1c(O[C@@H]2O[C@H](CO)[C@@H](O)[C@H](O)[C@H]2O)c(-c2ccc(O)c(O)c2)oc2cc(O)cc(O)c12	2.9%
CCCCc1c(O)n(-c2ccccc2)[nH]c1=O	0.0%
CCc1noc(C)c1C(=O)Nc1nnc(C2CCCCC2)s1	3.5%
CCC1C/C(=C/c2ccco2)C(=O)/C(=C/c2ccco2)C1 (centres undefined)	5.3%
C#CCCCO/N=C1/C[C@@H](O)[C@@H](O)[C@@H]2[C@@H]3C(=O)N(C4CCCCC4)C(=O)[C@H]3CC[C@H]12	7.9%[21 µM]
CCCC/C=C/C(NC(=O)c1ccc(C(F)(F)F)cc1)c1ccccc1 (centres undefined)	-2.7%
O=C(Nc1nc(Nc2cc(F)cc(F)c2)nc(NC2CCCC2)n1)OCc1ccccc1	1.4%
CC/C=C/[C@@H](c1ccccc1)[C@H](C)C(O)CC(=O)SC(C)(C)C (some centres undefined)	-13.8%
Cn1cc(/C=C(\C#N)C(=O)Nc2ncc(Cc3cccc(Cl)c3)s2)c2ccccc21	5.3%
CC1CC=CC2C1C(=O)N(Cc1ccccc1)C2c1ccc(Br)cc1F (centres undefined)	-2.6%
Cc1ccc(S(=O)(=O)c2cnc(SCC(=O)Nc3ccc4c(c3)OCCO4)[nH]c2=O)cc1C	7.8%
COc1ccc(CCNC(=O)c2c(C)nn(-c3ccc(F)cc3)c2-n2cccc2)c(OC)c1OC	8.5%
Cn1c(=O)c(C(=S)NC(=O)C2CC2)c(N)n(Cc2ccccc2)c1=O	13.6%
C=CCNc1nnc(-c2cccc3ccccc23)o1	?
COC(=O)C(C)CCCC(C)CCCC(C)CCCC(C)C (centres undefined)	1.0%
Cc1cccc(NC(=O)c2cnc3sccn3c2=O)c1C	2.2%
COc1cccc(CC(=O)N2CCc3nc(COc4ccccc4)c4c(c3C2)CO[C@@H](C)C4)c1	4.9%[21 µM]
O=C(CN1C(=O)CCSc2ccccc21)Nc1ccccc1F	3.9%
COc1ccc(O)c(N)c1	?
O=C1OCC2=C1C(c1ccc(F)cc1)CC(=O)N2c1ccccc1 (centres undefined)	1.3%
Cc1ccc(S(=O)(=O)N[C@H]2COC(=O)C/C=C\[C@@H](C)COC(=O)C/C=C\[C@@H]2C)cc1	7.9%&6.9%[21 µM]
CC(C)(C)c1ccc(OC2C(O)COC2/C=C/C#Cc2ccccc2)cc1 (centres undefined)	3.7%&1.6%[21 µM]
CC(C)(C)OC(=O)Cc1nnc(-c2cc3ccccc3[nH]2)o1	0.1%
CCOC(=O)c1ccc2c(c1)N(CC(=O)Nc1cc(F)ccc1F)C(=O)c1ccccc1S2	1.8%
CN(C)CCCn1c(-c2ccc(Cl)cc2)csc1=Nc1ccccc1	8.5%
CC(C)C[C@@H](CC(=O)N[C@@H](CCCN)CC(=O)N[C@@H]1CCCC[C@H]1C(=O)N[C@H](CC(=O)N[C@@H](CCC(=O)O)CC(=O)O)Cc1c[nH]c2ccccc12)NC(=O)[C@@H]1CCCC[C@H]1N	1.9%
CC(C)(C)OC(=O)N1C=CCC1CN1C(=O)COCC1=O (centres undefined)	2.6%
FC(F)(F)c1cccc(-c2noc(-c3cc(-c4ccccc4)c(C(F)(F)F)s3)n2)c1	3.0%&6.3%
CCOc1nc(-c2ccc(C)cc2)ccc1-c1noc(-c2cccnc2)n1	-4.3%
COC(=O)C1=C(C(=O)OC)[C@@H]2N(Cc3ccccc3)c3ccccc3[C@@]23C[C@@H](C(=O)OC)N(S(=O)(=O)c2c(C)noc2C)C3=N1	9.1%[21 µM]
CCc1ccc(NC(=O)c2sc3nc(C)c(Cl)c(C)c3c2NC(=O)c2ccccc2)cc1	7.1%
Next records follow:
SMILES	TDP1 block
CC[C@H](C)[C@H](NC(=O)[C@H](CCC(=O)O)NC(=O)[C@H](CC(N)=O)NC(=O)[C@@H](N)[C@@H](C)O)C(=O)N[C@H](C(=O)N[C@@H](CCC(=O)O)C(=O)N[C@@H](CCC(=O)O)C(=O)N[C@@H](CCC(N)=O)C(=O)N[C@@H](Cc1ccc(O)cc1)C(=O)N[C@H](C(=O)N1CCC[C@H]1C(=O)N[C@@H](CCC(N)=O)C(=O)N[C@@H](CO)C(=O)N[C@@H](CC(C)C)C(=O)N[C@@H](C)C(=O)N[C@H](C(=O)N[C@@H](CC(C)C)C(=O)N[C@@H](CCC(=O)O)C(=O)N[C@@H](CO)C(=O)N[C@H](C(=O)N[C@@H](Cc1ccccc1)C(=O)N[C@@H](CCC(N)=O)C(=O)N[C@@H](CCC(=O)O)C(=O)N[C@@H](CC(C)C)C(=O)NCC(=O)N[C@@H](CCCCN)C(=O)N[C@@H](CC(C)C)C(=O)N[C@H](C(=O)NCC(=O)N1CCC[C@H]1C(=O)N[C@@H](CC(N)=O)C(=O)N[C@@H](CO)C(=O)N[C@@H](CCC(N)=O)C(=O)O)[C@@H](C)O)C(C)C)[C@@H](C)O)[C@@H](C)O)C(C)C	14.8%
COc1ccc(-c2nc3ccccc3n2Cc2ccccc2)cc1COc1ccc(NC(C)=O)cc1	-2.3%
CCCNC(=O)OC[C@@H]1O[C@H](CCO/N=C(\C)CCN2CCCCc3nc(C)c(C)cc32)C=C[C@@H]1Oc1ccc(OC)cc1	9.0%[21 µM]
C/C(CCC(=O)OC[C@@H]1O[C@H](C#Cc2ccccc2)C=C[C@@H]1Oc1ccc(C)cc1)=N/O[C@@H](C)c1cc(-c2c(C)cc(C)cc2C)no1	6.9%[21 µM]
CCC(=O)O[C@@]1(C(=O)CCl)[C@@H](C)C[C@@H]2[C@H]3CCC4=CC(=O)C=C[C@@]4(C)[C@]3(F)[C@@H](O)C[C@@]21C	15.4%[21 µM]
COC(=O)C1(C)C=C2C(=C(c3ccccc3)C(=O)C2C)CN1 (centres undefined)	5.1%
CC(C)Nc1nc(C#N)nc(Nc2ccccc2)n1	5.6%
O=C(CN1C(=O)NC(c2ccccc2)(c2ccccc2)C1=O)c1c[nH]c2ccccc12	8.1%
Nc1cc(C(F)(F)F)ccc1S(=O)(=O)Nc1cccc2c1NCCC2	4.1%
Cc1cc2c(s1)c1cnn(Cc3ccc(F)cc3F)c(=O)c1n2C	-14.1%

Five of the compounds above, in markdown.
| compound | TDP1 block |
| --- | --- |
| CCOC(=O)c1ccc2c(c1)N(CC(=O)Nc1cc(F)ccc1F)C(=O)c1ccccc1S2 | 1.8% |
| CN(C)CCCn1c(-c2ccc(Cl)cc2)csc1=Nc1ccccc1 | 8.5% |
| CC(C)C[C@@H](CC(=O)N[C@@H](CCCN)CC(=O)N[C@@H]1CCCC[C@H]1C(=O)N[C@H](CC(=O)N[C@@H](CCC(=O)O)CC(=O)O)Cc1c[nH]c2ccccc12)NC(=O)[C@@H]1CCCC[C@H]1N | 1.9% |
| CC(C)(C)OC(=O)N1C=CCC1CN1C(=O)COCC1=O (centres undefined) | 2.6% |
| FC(F)(F)c1cccc(-c2noc(-c3cc(-c4ccccc4)c(C(F)(F)F)s3)n2)c1 | 3.0%&6.3% |

(cont.)
SMILES	TDP1 block
CCCc1nc(SCC(=O)N2CCc3ccccc32)c2c(=O)n(C)c(=O)n(C)c2n1	-3.1%
CC(C)C(C(=O)N1CCN(C(=O)OC(C)(C)C)CC1)n1cc(-c2cn([C@@H](C)C(=O)N3CCN(C(=O)OC(C)(C)C)CC3)nn2)nn1 (some centres undefined)	0.0%
Cc1ccc(C#N)cc1	7.6%
CC(C)c1ccc(C2C(C#N)=C(N)N3C(=C2C#N)Sc2ccccc23)cc1 (centres undefined)	0.0%
O=C(OCC#CCSc1nnc(-c2cccc3ccccc23)o1)c1ccsc1	-5.6%
CC(C)C[C@H](NC(=O)[C@H](CCCCN)NC(=O)[C@H](CCCNC(=N)N)NC(=O)[C@H](C)NC(=O)[C@H](CO)NC(=O)[C@H](CCCCN)NC(=O)[C@H](CCCNC(=N)N)NC(=O)[C@H](C)NC(=O)CNC(=O)[C@@H](NC(=O)[C@H](Cc1ccccc1)NC(=O)CNC(=O)CNC(=O)[C@@H](N)Cc1ccccc1)[C@@H](C)O)C(=O)N[C@@H](C)C(=O)N[C@@H](CC(N)=O)C(=O)N[C@@H](CCC(N)=O)C(=O)O	11.5%
COc1cc(O)c2c(c1)O[C@H](c1ccccc1)CC2=O	-4.9%
CCNc1nc(C#N)nc2c1ncn2-c1cccc(Cl)c1	-1.0%
COc1ccc(-c2ccc(C(C)=O)cc2)cc1C1C2C=CCCC2(C)C(=O)N1Cc1ccccc1 (centres undefined)	7.4%
Cc1nn(-c2ccc(F)cc2)c(-n2cccc2)c1C(=O)NCCc1ccc(Cl)cc1	0.0%
CCc1ccc2nc(NC3=NCN(CCN4CCOCC4)CN3)nc(C)c2c1	-4.1%
CCOc1nc(NC(=O)NS(=O)(=O)Oc2cccc(F)c2)nc(-c2ccccc2)n1	3.2%
CN=c1scc(-c2ccccc2Br)n1/N=C/c1ccc[nH]1	11.3%
CC(Nc1oc(-c2ccccc2)nc1-c1cccc2ccccc12)c1ccccc1 (centres undefined)	3.7%
CCOC(=O)c1c(C)[nH]c(C(=O)NCc2ccccc2OC)c1C	4.0%
CCOC(=O)N/N=C1/C[C@@H](O)[C@@H](O)[C@@H]2[C@@H]3C(=O)N(Cc4ccccc4)C(=O)[C@H]3CC[C@H]12	3.7%[21 µM]

Some values from the results shown.
In TDP1 block, `NC(=O)c1ccc[n+]([C@@H]2O[C@H](COP(=O)([O-])OP(=O)(O)OC[C@H]3O[C@@H](n4cnc5c(N)ncnc54)[C@@H](O)[C@@H]3O)[C@@H](O)[C@@H]2O)c1` has the entry 11.3%[21 µM]
In TDP1 block, `CCN(CC)c1ccc2cc(C(=O)Nc3ccc(-n4cnnn4)c(OC)c3)c(=O)oc2c1` has the entry -2.0%
In TDP1 block, `O=C1/C(=C\c2ccc(O)c(O)c2)Oc2cc(O)ccc21` has the entry 16.7%
In TDP1 block, `C/C(Cl)=C/CCl` has the entry 12.1%

Screening results from PubChem.
